# High-throughput results (PubChem)
# KDM5B inhibitor – inhibitors of human KDM5B histone demethylase; KDM5B demethylase, FDH-coupled NADH fluorescence (FDH is formaldehyde dehydrogenase); 220,000 tested, 2.6% active; Potency, µM (series often up to 57.7 µM), for inactives: at the highest dose activity change, negative = inhibition, most hits filed as inhibitors; active = well fitted inhibition curve with a large enough effect; inconclusive = small, poorly fitted or top-dose-only effect; inactive = no such curve, though single readings can be large or run the other way; note: 0% is about no effect; nearly all actives have a fitted effect of over 70% in size
# Target sequence (Q9UGL1 whole entry, looked up): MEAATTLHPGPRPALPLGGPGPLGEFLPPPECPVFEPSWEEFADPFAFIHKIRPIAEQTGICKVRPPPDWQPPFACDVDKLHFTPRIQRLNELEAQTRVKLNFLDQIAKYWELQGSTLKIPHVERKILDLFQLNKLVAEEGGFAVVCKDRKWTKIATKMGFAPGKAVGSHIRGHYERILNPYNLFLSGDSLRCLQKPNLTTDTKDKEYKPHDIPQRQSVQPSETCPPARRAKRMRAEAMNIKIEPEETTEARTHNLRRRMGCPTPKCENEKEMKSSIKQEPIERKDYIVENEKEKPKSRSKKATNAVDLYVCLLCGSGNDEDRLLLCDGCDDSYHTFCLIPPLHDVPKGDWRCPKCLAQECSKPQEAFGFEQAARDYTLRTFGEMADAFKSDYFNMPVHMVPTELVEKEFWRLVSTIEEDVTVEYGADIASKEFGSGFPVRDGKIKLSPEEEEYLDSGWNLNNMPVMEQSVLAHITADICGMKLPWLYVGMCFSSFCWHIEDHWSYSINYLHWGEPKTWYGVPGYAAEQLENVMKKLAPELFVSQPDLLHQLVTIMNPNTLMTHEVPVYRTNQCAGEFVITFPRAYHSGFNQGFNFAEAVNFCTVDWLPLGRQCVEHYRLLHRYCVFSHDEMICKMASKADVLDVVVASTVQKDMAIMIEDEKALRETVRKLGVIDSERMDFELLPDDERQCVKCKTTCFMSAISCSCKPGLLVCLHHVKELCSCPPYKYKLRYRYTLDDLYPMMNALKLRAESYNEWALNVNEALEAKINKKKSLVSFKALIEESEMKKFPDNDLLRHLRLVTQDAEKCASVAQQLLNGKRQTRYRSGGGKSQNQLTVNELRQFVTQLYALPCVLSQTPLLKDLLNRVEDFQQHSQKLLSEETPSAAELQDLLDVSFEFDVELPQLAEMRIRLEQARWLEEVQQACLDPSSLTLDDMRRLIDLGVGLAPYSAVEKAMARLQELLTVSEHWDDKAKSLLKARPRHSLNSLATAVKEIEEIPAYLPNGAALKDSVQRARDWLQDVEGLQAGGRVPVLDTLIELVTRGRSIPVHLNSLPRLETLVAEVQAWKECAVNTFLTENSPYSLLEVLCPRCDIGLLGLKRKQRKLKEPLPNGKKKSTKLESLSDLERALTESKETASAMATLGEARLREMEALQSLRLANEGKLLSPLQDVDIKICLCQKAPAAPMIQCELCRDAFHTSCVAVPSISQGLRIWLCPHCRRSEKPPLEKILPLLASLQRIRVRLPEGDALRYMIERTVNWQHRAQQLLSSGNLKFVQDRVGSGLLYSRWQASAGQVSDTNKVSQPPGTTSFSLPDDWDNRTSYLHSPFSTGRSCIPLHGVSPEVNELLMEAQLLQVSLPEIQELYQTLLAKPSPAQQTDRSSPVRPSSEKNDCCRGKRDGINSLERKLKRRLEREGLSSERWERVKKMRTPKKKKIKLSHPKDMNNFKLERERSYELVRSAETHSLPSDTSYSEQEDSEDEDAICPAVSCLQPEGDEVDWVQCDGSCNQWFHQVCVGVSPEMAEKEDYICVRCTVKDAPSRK
#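 Measured: NADH fluorescence change, 30 min, RT. System: KDM5BΔAP 200 nM final, H3K4me3 peptide, α-KG, Fe(II), ascorbate, NAD⁺ plus FDH, pH 7.5 HEPES. Compounds: titrated, 10 min pre-incubation with enzyme.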
# Active calls of the source: *; u = inconclusive; & = joins results of further samples; [ ] = dose if it differs, or a comment. Potency is the fitted concentration of half-maximal effect. This is a subset; count on the stated rates, not on these rows.
KDM5B inhibitor | SMILES
u | CCn1cc(CN2CCCC23CCN(c2ccc(C(F)(F)F)cn2)CC3)cc1C#N
16% | Cc1ccc(-c2ccc(=O)n(CCC(=O)N3CCN(c4ccccc4)CC3)n2)cc1
22µM* | CCNc1ncc(C(=O)N[C@H](c2cccs2)C2CC(O)C2)cn1 (some centres undefined)
1% | Cc1ccc(Cl)cc1NC(=O)Cn1cc2c(n1)CCCCC2
18% | COc1cc(Cl)ccc1S(=O)(=O)N1CCC(C(N)=O)CC1
-18% | Fc1ccc(-c2cccc(CN3CCOCC3)c2)c(Cl)c1
-15% | CCn1c(-n2nc(C)cc2C)nc2c1c(=O)n(Cc1ccccc1F)c(=O)n2C
-15% | CCSc1nn(CC(=O)N(CC)CC)c2nc3c(c(=O)n12)C(C)(CC)Cc1ccccc1-3 (centres undefined)
31%[activator][115 µM] | O=C1NC(=NC2CCCC2)C2(CCCN([S+](=O)([O-])c3cccc(C(F)(F)F)c3)C2)N1c1cccnc1 (centres undefined)
-30% | CCCC1=Nc2cc(C(=O)N3CCC(C(=O)OCC)CC3)ccc2Sc2ccccc21
10% | CNC(=O)C1CCC(Cn2c(=O)c3sccc3n(CC(=O)Nc3cc(C)cc(C)c3)c2=O)CC1 (centres undefined)
u | CC(OC(=O)c1cc2ccccc2[nH]1)C(=O)NC1CC1 (centres undefined)
-1% | O=C1CCC2(CCCO2)CCN1Cc1ccccc1C(F)(F)F (centres undefined)
-3% | Brc1cnc2nc[nH]c2c1
-3% | c1ccc(SC(Sc2ccccc2)=C(Sc2ccccc2)Sc2ccccc2)cc1
-9% | CC(C)Oc1ccc2c(NC(=O)CCn3cnnn3)nn(CC(F)(F)F)c2c1
7% | CCOc1ccc(CCNC(=O)C(CC(C)C)N2Cc3ccccc3C2=O)cc1OCC (centres undefined)
-16% | CC(C)(C)c1ccc(-c2noc(-c3ncn4c3COC(c3ccc(F)cc3)C4)n2)cc1 (centres undefined)
-27%&-7% | Cc1ccc(-c2nc(CNC(=O)Nc3ccccc3)c(C)o2)cc1
31%[activator] | CCC1CCC(NC(=O)c2ccncc2)CC1 (centres undefined)
u | Cc1cc(=O)oc2cc(NC(=O)Cc3ccccc3F)ccc12
u | CC(=O)Nc1ccc(-c2ccc(=O)n3c2[C@@H]2C[C@@H](CN(C(=O)NC4CCCCC4)C2)C3)cc1
-12% | CCC(=O)Nc1ccc(CC)cc1-c1nc2ccccc2n(CC(=O)Nc2ccccc2C)c1=O
u | Cc1[nH][nH]c(=O)c1C(c1ccc(OCc2c(F)cccc2Cl)cc1)c1c(C)[nH][nH]c1=O
-14% | O=C(CN1CCN(C(=O)c2ccc3ccccc3c2)CC1)Nc1ccccc1Cl
35µM* | O=C1COCCN1c1cc(-c2cccc(F)c2)cn2cncc12
5% | COc1ccc(OCC(O)Cn2c(NCCc3ccccc3)nc3c2c(=O)n(C)c(=O)n3C)cc1 (centres undefined)
-10% | CCN1C(C(=O)c2ccccc2)=C(OC(=O)c2ccco2)c2ccccc2S1(=O)=O
23% | COc1c(C)cc(Br)cc1C(=O)Nc1ccc(-c2nc3ncccc3o2)cc1
10% | COc1ccccc1CCNC(=O)c1sc(NC2CCCC2)nc1C
-72% | Cc1nn(C(=O)c2ccccc2)c(C)c1S(=O)(=O)N1CCOCC1
5% | CC(C)c1nnc2ccc(SCC(=O)O)nn12
u | CCC(=O)OCCCNc1nc(-c2ccc(Cl)cc2)nc2ccccc12
-18% | COc1ccccc1NC(=O)Cn1c(=O)n(Cc2ccccc2)c(=O)c2c3c(sc21)CN(C(C)=O)CC3
u | CN(C)c1ccc(-c2ccnc(N[C@H]3CO[C@H]4[C@@H]3OC[C@H]4OC(=O)Nc3cccc(C(F)(F)F)c3)n2)cc1
u | CCOc1ccc2oc(=O)c(-c3ccccc3)c(C)c2c1
u | CCOC(=O)C1CCN(C(c2cccc(F)c2)c2c(O)cc(C)n(Cc3ccco3)c2=O)CC1 (centres undefined)
21% | CCn1ncc(C(=O)N2C[C@@H](CO)[C@H](c3ccncc3)C2)c1C
18µM* | COc1ccc(-c2nc3nccc(-c4ccsc4)n3n2)c(OC)c1
7% | O=C(CSc1nc2ccccc2o1)OCC(=O)c1ccc(F)cc1
7% | COc1ccc(-n2nnnc2C(C)(C)N2CCOCC2)cc1
-28%[86.2 µM] | CNC(=O)c1cc(-c2ccncc2)cc2c1OCCN2Cc1cccnc1
5% | CCCNC(=O)CSc1ncc(-c2ccc(Br)cc2)o1
15% | CCOc1ccccc1N1CCN(CC(=O)Nc2nc(C)c(C(=O)N(C)C)s2)CC1
u | O=C(NCc1ccccc1Cl)C(=O)NCC(c1cccs1)S(=O)(=O)c1cccs1 (centres undefined)
-24% | CC(C)(C)C(=O)Nc1ccc2nc(SCC(=O)N3CCc4ccccc43)sc2c1
6% | CN(C)C(=O)CN1CCN(c2nc(-c3ccccc3)nc3ccccc23)CC1
u | CCCn1cc(C2CCN(S(=O)(=O)c3ccccc3Cl)CC2)c2ccccc21
u | Cc1cccn2c(=O)c(/C=C(\C#N)C(=O)NCc3ccccc3)c(N3CCC(C(N)=O)CC3)nc12
14% | Clc1ncccc1OCc1ccccc1
-6% | Cc1ccc(S(=O)(=O)Nc2cc3c(cc2SC2CCCCC2)n(C)c(=O)n3C)cc1
5% | CCC(C)(C(=O)NC1CCCCC1)N(Cc1cccs1)C(C)=O (centres undefined)
-6% | COc1ccc(-c2noc([C@@H]3CCCN3C(=O)c3ccccc3F)n2)cc1OC
-17% | COCCCn1c(SCC(=O)Nc2ccccc2OC)nc2c(sc3ccccc32)c1=O
21% | Cc1cnn(CCC(=O)N2CCCCCCNC(=O)CC2)c1
-15% | CCN1C(=O)C(CC(=O)N2CCCCCC2)Sc2ncccc21 (centres undefined)
28µM* | CC(C)(C)c1ccc(C(=O)Nc2nc3c(s2)C[C@@H]2[C@](C)(CO)[C@H](O)CC[C@@]2(C)[C@@H]3CC(=O)N2CCOCC2)cc1
-18% | CC(C)CNC(=O)C(=O)Nc1c2c(nn1-c1ccccc1)CS(=O)(=O)C2
u | Nc1nccnc1C(=O)NCc1ccccc1
5% | CC(C)(C)c1ccc(C(CC(=O)O)NC(=O)C2CCCCC2)cc1 (centres undefined)

# Next compounds follow.
KDM5B inhibitor | SMILES
-7%[86.2 µM] | Cc1ccccc1CNC[C@H]1O[C@@H]2C[C@@H](CC(=O)N3CCOCC3)O[C@@H]2[C@@H]1O
14% | Cc1ccc(S(=O)(=O)N(Cc2n[nH]c(=S)n2-c2ccccc2)c2ccccc2)cc1
-18% | CCc1nc2cccnc2n1-c1ccc(C(=O)O)cc1
-12% | CCOc1ccc(C(=O)NCC(c2ccc3c(c2)OCO3)N2CCN(c3ccccc3F)CC2)cc1 (centres undefined)
3% | CCc1cccc2c(C(=O)C(=O)Nc3ccc4c(c3)OCCO4)c[nH]c12
u | c1csc(C(Nc2ccc3nnnn3n2)c2ccc3c(c2)CCC3)c1 (centres undefined)
u | Cc1ccc(NC(=O)c2cnc(N3CCCCC3)c3ccccc23)cc1
11% | COc1cccc(-c2noc(CC3CCN(C(=O)c4ccc(F)cc4)CC3)n2)c1
-24% | COc1cc(NC(=O)c2ccc3oc(=O)c(S(=O)(=O)c4ccccc4)cc3c2)cc(OC)c1
-34%[86.2 µM] | Fc1ccc(-c2cc(CC3(NCc4ccco4)COC3)no2)cc1
-4%[86.2 µM] | O=C(c1cncnc1)N1CC[C@H](c2nc3ccc(F)cc3[nH]2)C1
u | CC1Cc2c([nH]c3ccccc23)C2c3ccccc3CN12 (centres undefined)
4% | CCOC(=O)/C(C#N)=C/c1c(Oc2cccc(C)c2)nc2ccccn2c1=O
-6% | CN1C(=O)C(CC(=O)NCc2cccnc2-n2ccnc2)N(C)C1=O (centres undefined)
7%[86.2 µM] | O=C(Nc1ccccc1)[C@H]1O[C@H](CCN2CCN(c3ccccc3)CC2)CC[C@@H]1O
-3% | CCc1ccc(NC(=O)c2ccc(F)c(S(=O)(=O)N3CCC(C)CC3)c2)cc1
-22% | CCc1ccccc1NC(=O)CSc1ncc(S(=O)(=O)c2ccc(C(C)C)cc2)c(N)n1
10% | OCc1ccccc1CN1CCCC1
6% | O=C(CN1C(=O)NC2(CCOCC2)C1=O)Nc1cccc(Br)c1
-9% | Cc1ncsc1C(=O)NCc1ccc(N2CCCC2)nc1
-11% | CC(Oc1ccc(C(N)=O)cc1)C(N)=O (centres undefined)
-3% | COc1cccc(CNC(=O)c2nnn(CC(=O)Nc3cc(Cl)ccc3C)c2N)c1
u | OCC1CN(Cc2ccccc2)CC12CCN(Cc1ccccn1)CC2 (centres undefined)
-2% | O=S(=O)(NC(c1ccc(F)cc1)c1cccs1)c1cccs1 (centres undefined)
1% | CC1=CCC2C(=O)N(c3ccc(N4CCOCC4)cc3)C(=O)C2C1 (centres undefined)
15% | Cc1ccccc1NS(=O)(=O)c1ccc2c(c1)NC(=O)CCS2
-24% | Cc1ccc(OC2(C(=O)N3CCCC3c3nccs3)CCNCC2)cc1 (centres undefined)
-10% | Cc1ccc(C)c(-c2nn(CC(=O)Nc3ccccc3F)c(=O)c3c2CCCC3)c1
-8% | O=C(Cc1ccc(Cl)cc1)N1CC(c2nnc(-c3ccncc3)o2)C2(CCOCC2)C1 (centres undefined)
-28% | CCOC(=O)c1ccccc1NC(=O)Cn1ccn2nc(-c3ccc(OCC)cc3)cc2c1=O
21% | O=c1c(-c2ccccc2)nnc2sc(-c3ccccc3)nn12
44% | O=C(CCC(F)(F)F)N1CCC(CCC(=O)N2CCC(Cc3ccccc3)CC2)CC1
9%[86.2 µM] | CC1=C[C@@H](CC#N)[C@H](C(C)C)C[C@H]1CC(=O)N1CCN(CCO)CC1
10% | CCN(CC)C(=O)Cn1cc(S(=O)(=O)CC(=O)NCCc2ccccc2)c2ccccc21
u | COc1ccc(NC(=O)c2nc(-c3ccccc3)n(-c3ccc(F)cc3)n2)c(OC)c1
-1% | CCCN1C(=O)c2[nH]nc(-c3ccccc3O)c2C1c1cccc(OCc2ccccc2)c1 (centres undefined)
27% | C=CCNC(=O)NC(=O)CN1CCC(C(=O)N(C)C(C)C)CC1
4% | COCCNC(=O)N1CCC(C2CCNC2)CC1 (centres undefined)
-24% | Cc1ccccc1C(CC(=O)Nc1ccc(-c2ccno2)cc1)n1cccc1 (centres undefined)
28µM* | O=C1CC2(CCN(c3cncc(C(=O)N4CCCCC4)n3)C2)C(=O)N1 (centres undefined)
-6% | O=C(c1ccccn1)N1CCC2(CC1)CC(N(Cc1ccc(F)cc1)C1CC1)CCO2 (centres undefined)
1% | CCN(CC)C(=O)C(Sc1nnnn1-c1c(C)cccc1C)c1ccccc1 (centres undefined)
-11% | COc1ccc(-n2c(C)nnc2SCc2nc(-c3ccccc3C)no2)cc1
-20% | COc1ccc(C(=O)N2CCCC(c3nc(C4CCOCC4)no3)C2)cc1OC (centres undefined)
-7% | Cc1ccc(SCCC(=O)OC(C)C(=O)Nc2ccccc2)cc1 (centres undefined)
31% | Cc1ccc(C(=O)N2CCC(N3C(=O)CCC3C(=O)NC(C)C)CC2)c(C)c1 (centres undefined)
-18% | CC(O)CNC(=O)C1CCN(Cc2nnnn2-c2ccccc2)CC1 (centres undefined)
4% | c1ccc(-c2nc(N3CCCCC3)c3ccccc3n2)nc1
u | CCN(CC)Cc1cnc2c(C(=O)NC(C)c3ccccc3)cnn2c1 (centres undefined)
3% | O=c1oc2ccc(Br)cc2cc1S(=O)(=O)N1CCCC1
-9% | Cc1cc(NC(=O)CN2CCN(C(=O)c3ccc(C)c(F)c3)CC2)no1
-32% | COc1ccc(OC)c(NC(=O)NC(c2ccccc2)c2nnc(-c3ccccc3)o2)c1 (centres undefined)
7% | COc1ccc(NC(=O)C2CCN(S(=O)(=O)c3ccc4c(c3)CCCC(=O)N4)CC2)cc1Cl
-8% | CCCS(=O)(=O)c1nc(S(=O)(=O)c2ccc(C)cc2)c(N(CC)CC)s1
